Bioassay records as filed in PubChem.
Rac1 GTP hydrolysis: MgcRacGAP GTPase-activating activity inhibitors, confirmation, biochemical, ADP Hunter fluorescence; MgcRacGAP-stimulated Rac1 GTP hydrolysis, ADP Hunter fluorescence; higher % means a stronger effect; GST-tagged Rac1 F28L mutant substrate; 340,000 compounds, 0.6% hits; inhibition, % at 30 µM, or IC50 in µM where a hit was titrated; AID 624330;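 active = first-screen hits whose inhibition reached a set limit at any dose in the follow-up dose series; inconclusive = inhibition above the set first-screen limit but never retested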;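 note: fluorescence reports GDP produced by GAP-driven GTP hydrolysis; strong numbers were not always called active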
KOR beta-arrestin-1: KOR agonists, beta-arrestin recruitment, primary screen, cell-based, luminescence, uHTS (AID 1777) | activation, % at 10 µM, or EC50 in µM where a hit was titrated | KOR beta-arrestin recruitment, luminescence; higher % means a stronger effect | 280,000 compounds, 0.02% hits; in the data active = activation above about 50%, passing the limit was not always enough; note: a part of the inactive calls stands beside numbers as strong as those of hits
HIV fusion peptide: inhibitors of HIV fusion peptide binding, primary screen, biochemical, uHTS, fluorescence dequenching (AID 1986); cell-free peptide binding, fluorescence dequenching, 30 min; higher % means a stronger effect; inhibition, % at 20 µM; hits with a dose series show IC50 in µM; 290,000 compounds, 0.3% hits; in the data active = inhibition mostly above about 52%, no sharp cut-off; inactive = mostly below about 76%; note: some results filed as inactive read as strong as hits
GPR55 antagonists: GPR55 antagonists blocking LPI-driven arrestin recruitment, primary screen, imaging, U2OS, beta-arrestin-GFP, LPI agonist (AID 2013); U2OS GPR55 beta-arrestin-GFP translocation imaging, LPI antagonism; higher % means a stronger effect; inhibition, % at 10 µM; hits with a dose series show IC50 in µM; 290,000 compounds, 0.13% hits;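 active = spots per cell inhibited over 60%, with over 100 cells counted and total cytoplasm intensity under 500,000; inconclusive = wells with under 100 cells, flagged as likely toxic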;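 note: U2OS cells stably carrying GPR55 and arrestin-GFP stimulated by 5 µM LPI near EC80; imaged beta-arrestin-GFP aggregate spots per cell after agonist stimulation; plate controls were LPI-stimulated DMSO wells for no effect and DMSO wells without LPI for full effect; some results filed as inactive read as strong as hits; confirmed hits need IC50 under 10 µM and bright autofluorescent wells are also inconclusive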
KOR beta-arrestin-2: kappa opioid receptor blockers – cell-based, luminescence, uHTS (AID 1778) | 290,000 compounds, 0.091% hits | KOR beta-arrestin recruitment, luminescence, antagonist mode; higher % means a stronger effect | one-dose inhibition, % at 10 µM; IC50 in µM for titrated hits; note: strong numbers were not always called active
Large T inhibition: TAg ATPase/helicase activity blockers – biochemical (AID 1903); inhibition, % at 20 µM, or IC50 in µM where a hit was titrated; SV40 large T antigen ATPase/helicase inhibition assay; higher % means a stronger effect; 310,000 compounds, 0.39% hits; in the data active = a potency from the dose series; inconclusive = inhibition mostly from about 32% at the one dose, without a potency; inactive = the rest, 99 in 100 with inhibition below about 32%; note: strong numbers were not always called active
NOD1 NF-kB reporter: inhibition of NOD1-driven NF-kB reporter – cell-based, luminescence, uHTS, primary screen (AID 1578) | NOD1-driven NF-kB luciferase reporter cells, luminescence; higher % means a stronger effect | inhibition, % at 4 µM; hits with a dose series show EC50 in µM | 290,000 compounds, 1% hits; in the data active = inhibition mostly above about 36%, no sharp cut-off; inactive = mostly below about 34%;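 note: HEK-293T reporter cells stimulated with the NOD1 agonist gamma-tri-DAP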
HEK293 NOD2/NF-kB: NOD2 signaling inhibitors, cell-based, luminescence, uHTS, HEK293 (AID 1566); HEK293 NOD2/NF-kB luciferase reporter, luminescence; higher % means a stronger effect; 290,000 compounds, 0.63% hits; inhibition, % at 4 µM, or EC50 in µM where a hit was titrated; note: many of its hits are not listed in these tables
GPR55 activation: selective activators of receptor GPR55 – imaging, U2OS cells, beta-arrestin-GFP redistribution, primary screen (AID 1961). U2OS GPR55 beta-arrestin-GFP redistribution imaging; higher % means a stronger effect. one-dose activation, % at 10 µM; EC50 in µM for titrated hits. 290,000 compounds, 0.048% hits;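 active = activation above 40% with more than 50 cells counted in the well; inconclusive = wells holding fewer than 50 cells, flagged as toxic or sparse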;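 note: U2OS osteosarcoma cells stably expressing GPR55 and beta-arrestin-GFP; plate controls were DMSO negative control for no effect and LPI positive control for full effect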
* hit, by the source's call; ? = inconclusive; · = not tested or not shown; [ ] = remark or other dose. Cut-off read from the data, not from the text of the source, unless noted: active = inhibition above about 50%; inactive = the rest. Some of the compounds tested; count on the stated rates, not on these rows.

SMILES	Rac1 GTP hydrolysis	KOR beta-arrestin-1	HIV fusion peptide	GPR55 antagonists	KOR beta-arrestin-2	Large T inhibition	NOD1 NF-kB reporter	HEK293 NOD2/NF-kB	GPR55 activation
S=C(NC1CC1)N1CCN(C(=S)NC2CC2)CC1	8%	3.4%	-0.3%	7%	-26%	6%	-22%	-5%	0.0%
O=C(NNC(=O)c1cccnc1SCc1cccc([N+](=O)[O-])c1)c1ccc(F)cc1	10%	-5.7%	0.4%	3%	-2%	10%	57%	16%	-0.2%
COc1ccc2oc(=O)c(C(=O)N3c4ccccc4CC3C)cc2c1 (stereo not drawn)	10%	-6.4%	-2.8%	16%	-13%	11%	0%	4%	0.2%
CC1CN(Cc2ccccc2)c2nc3c(c(=O)n(CC(N)=O)c(=O)n3C)n2C1 (stereo not drawn)	5%	1.9%	-1.7%	2%	-5%	9%	-32%	-12%	-0.1%
O=C(N1CCN(c2ccccc2F)CC1)C12CC3CC(CC(C3)C1)C2	2%	-6.5%	-3.5%	10%	-74%	-10%	33%	-13%	-0.2%
CCC(=O)c1cn(CC(=O)Nc2cc(C)ccc2C)c2ccccc12	14%	·	-0.8%	4%	-41%[20 µM]	5%	-28%	-10%	-0.2%
CCn1ncc(CN2CCN(Cc3ccc(OC)c(C)c3C)C(CCO)C2)c1C (stereo not drawn)	2%	-1.0%	-0.6%	-8%	-11%	8%	-27%	-11%	0.3%
Cc1ccnc(OC(C(=O)O)C(OCCc2ccccc2)(c2ccccc2)c2ccccc2)n1 (stereo not drawn)	4%	-1.1%	2.5%	11%	23%	10%	16%	29%	0.5%
CC(C)Nc1ccc(Nc2ccnc3cc4ccccc4cc23)cc1	20µM*	4.0%	-5.0%	19%	8%	36%	-4%	18%	1.3%
Cc1ccc(C(=O)/C=C/Nc2cccc(O)c2)cc1	-1%	-1.0%	86%	2%	3%	11%	-1%	-226%	-0.4%
CCN(CC(=O)Nc1ccccc1OC)CC(=O)Nc1sccc1C#N	7%	0.7%	1.2%	3%	-7%	5%	-30%	4%	-0.4%
Cc1ccc(CNCC(=O)Nc2ccc(C)cc2Br)cc1	6%	4.3%	0.6%	-48%	-7%	5%	-46%	-4%	-0.6%
O=C(CN1C(=O)CCC1=O)NNc1ccc2ccccc2c1	11%	-4.9%	6.7%	-6%	-24%[20 µM]	24%	-51%	-96%	0.2%
COc1ccc(N2C(=O)CC(C)(C)CC2=O)cc1OC	4%	-2.9%	0.7%	8%	-4%	5%	7%	25%	1.1%
COc1ccc(C(=O)N2CCCc3ccccc32)cc1Br	10%	-2.8%	0.7%	-6%	-7%	6%	-8%	0%	-0.2%
COc1ccccc1Nc1nc(N)nc(CSC(=S)N2CC(C)CC(C)C2)n1 (stereo not drawn)	9%	-3.8%	-2.0%	8%	-17%	4%	10%	16%	-0.2%
Cn1c(CCNC(=O)c2ccco2)nc2cc(NS(=O)(=O)c3ccc(Cl)cc3)ccc21	6%	0.7%	-2.2%	6%	3%	4%	-13%	-16%	-0.1%
CSc1nc(-c2ccco2)cc(-c2ccccc2)c1C#N	7%	1.4%	-1.1%	2%	-6%	10%	-20%	20%	0.3%
O=C1C(Cl)=C(NCCCO)C(=O)c2ccccc21	7%	-0.9%	-0.9%	-10%	0%	7%	-21%	18%	-0.1%
Cc1ccc(C)n1-c1ccc(-c2nnc3n2CCCCC3)s1	11%	-3.7%	1.6%	1%	-1%	13%	3%	16%	0.0%
O=C(Nc1ccc2c(c1)C(=O)N(CC1CCCO1)C2=O)c1ccc(Cl)c(Cl)c1 (stereo not drawn)	-1%	3.9%	-1.2%	4%	-50%	4%	-3%	16%	0.0%
CN(/N=C/c1cccnc1)c1cnn(-c2ccc(F)c(Cl)c2)c(=O)c1Cl	6%	1.9%	1.1%	-4%	-23%	0%	-36%	4%	-0.1%
Cc1nc(N)sc1C(=O)OCC(C)C	0%	-2.3%	2.0%	-23%	-2%	20%	-18%	12%	-0.4%
Cc1ccc(SCC(=O)N(C)C2CCS(=O)(=O)C2)cc1 (stereo not drawn)	1%	-2.5%	-1.8%	-5%	1%[20 µM]	4%	-10%	13%	-0.1%
CCOc1ccc(N(Cc2cc3cc(OC)ccc3[nH]c2=O)S(C)(=O)=O)cc1	6%	-1.0%	-0.7%	1%	16%	3%	8%	37%	0.0%
Remaining list, next part
SMILES	Rac1 GTP hydrolysis	KOR beta-arrestin-1	HIV fusion peptide	GPR55 antagonists	KOR beta-arrestin-2	Large T inhibition	NOD1 NF-kB reporter	HEK293 NOD2/NF-kB	GPR55 activation
O=C(Cc1ccccc1)Nc1cccc([N+](=O)[O-])c1	-3%	-2.9%	0.0%	4%	1%	-6%	-21%	12%	0.0%
Cc1cccc(NS(=O)(=O)c2ccc(C(=O)NCC(c3ccco3)N(C)C)cc2)c1C (stereo not drawn)	1%	10%	0.4%	-2%	18%	6%	-22%	8%	-0.1%
CCCC(=O)Nc1cc(C(=O)O)ccc1Sc1ccccc1	-1%	-3.1%	11%	13%	-7%	4%	-30%	3%	0.6%
O=C(C1CCCN(Cc2ccncc2)C1)N1CCc2ccccc2C1 (stereo not drawn)	?	2.6%	3.7%	28%	6%	12%	-17%	3%	-0.2%
O=C(CCC(=O)c1ccc(Cl)cc1)NCc1ccccc1	9%	2.2%	-1.2%	-3%	-30%	·	1%	-9%	0.6%
Cc1ccc(S(=O)(=O)/N=C(/Nc2cccc(O)c2)c2ccccc2)cc1	-1%	-4.3%	0.9%	-10%	-4%	12%	19%	10%	0.0%
CCN1C(=O)N[C@@H](c2ccc(Br)cc2)C(C(=O)OC)=C1C	6%	4.4%	0.4%	-15%	-34%	2%	39%	-5%	-0.2%
COc1cc(NS(=O)(=O)c2cc3c(cc2C)NC(=O)CO3)cc(OC)c1	3%	-6.7%	-0.1%	-1%	-18%[20 µM]	16%	-17%	14%	0.0%
Nc1[nH]n(-c2ccccc2)c(=O)c1N=Nc1ccc2c(c1)OCCO2	14%	-2.3%	-4.7%	8%	10%	5%	-52%	-109%	0.5%
Cc1c(NC(=O)C(C)N2CC(C)OC(C)C2)c(=O)n(-c2ccccc2)n1C (stereo not drawn)	-6%	-2.7%	-0.2%	2%	29%	3%	-3%	5%	0.0%
CN(C)c1ccc(/C=N/NC(=O)c2ccc3c(c2)OCCO3)cc1	15%	-1.1%	-0.2%	-1%	-11%	27%	-36%	-2%	0.4%
CC(=O)N/N=C(/C)c1ccc(NC(=O)c2csc(C)c2C)cc1	6%	-4.9%	1.3%	-1%	5%	9%	-70%	-29%	0.0%
CCC(=O)Nc1cc2c(cc1C(C)=O)OCCO2	15%	-2.4%	0.4%	-10%	-5%	6%	-8%	22%	-0.5%
O=C(CSCCc1ccccn1)Nc1cccnc1Cl	-5%	-0.9%	2.9%	4%	-16%	1%	-4%	8%	-0.1%
CC(C)C1N(S(=O)(=O)c2ccccc2)CCN1S(=O)(=O)c1ccccc1	-2%	-0.7%	-0.6%	9%	21%	-2%	-14%	-7%	0.2%
Cc1ccc2nsnc2c1S(=O)(=O)N(Cc1cc2cccc(C)c2[nH]c1=O)CC1CCCO1 (stereo not drawn)	6%	1.6%	0.4%	9%	-12%	2%	5%	23%	0.1%
Cc1nc2ccc(NC(=O)N(C)c3ccccc3)cc2s1	-9%	-1.8%	1.2%	1%	-3%	3%	-46%	-17%	0.7%
COc1ccc(N2C(=O)C(F)(F)C2c2ccccc2F)cc1 (stereo not drawn)	7%	2.6%	-2.7%	-9%	1%	11%	-21%	34%	-0.3%
CC(=O)Nc1ccc(S(=O)(=O)NC2(C(F)(F)F)C(=O)Nc3c2c(=O)[nH]c(=O)n3Cc2ccco2)cc1 (stereo not drawn)	5%	-3.6%	2.1%	12%	16%	0%	-16%	-9%	-0.9%
CC1CN(S(=O)(=O)c2ccc(C(=O)Nc3ccc(S(=O)(=O)N4CCOCC4)cc3)cc2)CC(C)O1 (stereo not drawn)	9%	9.2%	0.7%	1%	-24%	4%	-18%	38%	0.0%
Cc1nn(-c2cccc(Cl)c2)nc1C(=O)O	7%	-7.9%	2.3%	13%	-8%	7%	-40%	14%	0.6%
NC(CC(=O)O)c1ccc(Br)cc1 (stereo not drawn)	-13%	-5.0%	-0.2%	6%	22%	0%	-20%	5%	-0.3%
COc1ccc(C(=O)NCc2nnc(SCC(=O)N3CCCCC3)o2)cc1	11%	-2.6%	-0.9%	9%	17%	11%	-32%	13%	0.0%
O=C(Nc1cccc(NC(=O)c2cccnc2)c1)c1cccnc1	4%	-3.0%	0.5%	14%	-6%	9%	-5%	3%	0.2%
O=C(CCc1nc(-c2ccccc2)no1)NC1CCCCC1	-2%	2.6%	1.5%	-3%	-1%	7%	-18%	-13%	0.0%
Continuation.
SMILES	Rac1 GTP hydrolysis	KOR beta-arrestin-1	HIV fusion peptide	GPR55 antagonists	KOR beta-arrestin-2	Large T inhibition	NOD1 NF-kB reporter	HEK293 NOD2/NF-kB	GPR55 activation
Cn1c(=O)c2sccc2n2c(CCCC(=O)NCCc3ccccc3)nnc12	13%	5.7%	-1.1%	-16%	-28%	1%	-17%	12%	-0.1%
CC(NC(=O)CSc1n[nH]c(N)n1)c1ccccc1 (stereo not drawn)	2%	-2.6%	0.5%	-7%	2%	14%	-31%	4%	0.2%
CCOc1ccccc1C1NC(=O)NC(C)=C1C(=O)OC1CCCCC1 (stereo not drawn)	3%	-1.6%	-0.8%	-2%	-10%	-1%	-5%	4%	0.1%
CC(C(=O)NC1CCCCCC1)n1cc([N+](=O)[O-])cn1 (stereo not drawn)	1%	1.1%	-0.1%	2%	-2%	7%	-30%	3%	·
Cc1cc(NC(=O)CCl)n(-c2nc3ccccc3s2)n1	4%	-2.2%	-1.1%	-14%	-8%	9%	-36%	5%	-0.1%
Cc1ccc(CSCc2ccc(C(=O)NC3CCCC3)o2)cc1	1%	-4.5%	0.1%	19%	-4%	12%	9%	11%	0.1%
c1ccc(-c2noc(CSc3nnnn3C3CCCCC3)n2)cc1	7%	-4.3%	-0.9%	-2%	26%	1%	13%	-10%	-0.1%
CCC(C)c1ccc(NC(=O)C2CCN(c3ccc(C(F)(F)F)cn3)CC2)cc1 (stereo not drawn)	2%	3.4%	2.2%	-1%	4%	-4%	8%	18%	0.0%
CCOc1ccc(S(=O)(=O)N2CCCC(C(=O)NCc3cccnc3)C2)cc1 (stereo not drawn)	4%	-1.1%	0.2%	8%	13%	8%	-24%	4%	-0.1%

Some of these compounds in order of the HIV fusion peptide value, high to low:
molecule	HIV fusion peptide
CC(NC(=O)CSc1n[nH]c(N)n1)c1ccccc1 (stereo not drawn)	0.5%
c1ccc(-c2noc(CSc3nnnn3C3CCCCC3)n2)cc1	-0.9%
Cc1cc(NC(=O)CCl)n(-c2nc3ccccc3s2)n1	-1.1%
